From PubChem
CHOP inh = CHOP inhibition in unfolded protein response | AID 2732 | inhibition, % at 10 µM | 3.8% of 220,000 active | CHO-K1 CHOP-promoter luciferase, tunicamycin-induced, 15-18 h;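 active = compounds that reduced the stress-induced luciferase reporter signal by more than about 70% of percent inhibition, limit read from the data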;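 also: 0% = tunicamycin plus vehicle and 100% = wells without tunicamycin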
L929 necroptosis = blocks zVAD induced death of L929 cells. viability rescue, % at 10 µM. 0.38% of 220,000 active. L929 zVAD necroptosis rescue, ATP luminescence, 24 h; with zVAD 60 µM;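 active = activation, scaled between plate controls, above about 75%, limit read from the data; inactive = activation under that limit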;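 also: 0% = zVAD with DMSO and 100% = DMSO alone without zVAD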
Tb hexokinase = T. brucei hexokinase 1 inhibition | recombinant TbHK1, G6PDH-coupled NADH A340 | inhibition, % at 10 µM | 0.11% of 220,000 active | AID 1430;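 active = inhibition of 50% or more in the single-dose primary screen; inactive = inhibition below 50%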
Wee1 stabilizer = inhibitors of human Wee1 degradation. P30291. HeLa Luc-Wee1K328M stability, luciferase luminescence; 100% = proteasome inhibitor MG132 effect. reporter increase, % at 5 µM. 1.2% of 220,000 active. AID 1321;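 active = activation above the mean of all tested compounds plus 3 SD, set per screening run, cut at about 8.8% in these data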;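 also: cells exposed to compound for 20 h before luminescence read; 0% = DMSO alone and 100% = MG132 at 30 µM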
FXIIa inh 1536 = inhibitors of human coagulation factor XIIa; inhibition, % at 5 µM; P00748; 0.3% of 220,000 active; purified FXIIa, Boc-QGR-AMC fluorogenic substrate, 2 h; in the data active = inhibition above about 40%;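 also: 0% = enzyme with no compound and 100% = blank without enzyme; many of its hits are not listed in these tables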
FXIa inh 1536 = factor XIa (human) inhibition. 0.14% of 220,000 active. purified FXIa, Boc-Glu-Ala-Arg-AMC fluorogenic substrate. P03951. AID 798. inhibition, % at 5 µM;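 active = inhibition of at least 40%; inactive = inhibition below 40%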;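 also: fluorescence of freed AMC excited at 355 nm; 0% = enzyme without compound and 100% = no enzyme blank; many of its hits are not listed in these tables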
Target sequence (P03951 19-387 limits assumed): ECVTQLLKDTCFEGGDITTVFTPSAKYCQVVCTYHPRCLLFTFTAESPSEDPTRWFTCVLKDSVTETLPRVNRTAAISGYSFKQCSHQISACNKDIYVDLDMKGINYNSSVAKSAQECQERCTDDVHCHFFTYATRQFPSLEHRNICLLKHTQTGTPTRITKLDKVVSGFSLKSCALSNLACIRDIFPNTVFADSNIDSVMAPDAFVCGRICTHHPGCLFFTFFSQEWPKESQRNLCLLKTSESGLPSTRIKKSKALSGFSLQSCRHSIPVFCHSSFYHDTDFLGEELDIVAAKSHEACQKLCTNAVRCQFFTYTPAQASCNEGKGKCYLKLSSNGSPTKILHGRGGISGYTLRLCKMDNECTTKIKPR
Target sequence (P03951 388-625 limits assumed): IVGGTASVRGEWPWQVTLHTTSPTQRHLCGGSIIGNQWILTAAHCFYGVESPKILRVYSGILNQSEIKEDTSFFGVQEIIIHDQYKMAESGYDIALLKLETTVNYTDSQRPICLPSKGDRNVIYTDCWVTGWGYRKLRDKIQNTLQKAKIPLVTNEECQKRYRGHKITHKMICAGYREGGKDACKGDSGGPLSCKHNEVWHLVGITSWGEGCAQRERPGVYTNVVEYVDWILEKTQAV
EP2 antag = EP2 receptor (human) inhibition; inhibition, % at 25 µM; C6 glioma cells expressing human EP2, cAMP TR-FRET; cells stimulated with saturating PGE2; 0.52% of 260,000 active; P43116;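 active = percent inhibition above 40 after rounding to a whole number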;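 also: rat C6 glioma host cells with rolipram phosphodiesterase inhibitor present; the protocol text gives 20 µM as final concentration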
Target sequence (P43116 whole entry, looked up): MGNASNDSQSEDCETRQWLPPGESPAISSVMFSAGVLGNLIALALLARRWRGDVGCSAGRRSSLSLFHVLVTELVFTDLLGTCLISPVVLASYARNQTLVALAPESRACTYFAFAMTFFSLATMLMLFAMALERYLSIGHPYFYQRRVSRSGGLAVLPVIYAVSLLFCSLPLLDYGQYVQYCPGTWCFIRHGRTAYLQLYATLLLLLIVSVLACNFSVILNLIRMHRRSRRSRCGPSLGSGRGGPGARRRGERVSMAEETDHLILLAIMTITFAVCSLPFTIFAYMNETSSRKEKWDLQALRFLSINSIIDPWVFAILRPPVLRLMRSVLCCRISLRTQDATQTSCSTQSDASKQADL
TNF death inh = blocks TNF-alpha induced death of Jurkat FADD-/- cells; Jurkat FADD-/- TNF necroptosis rescue, ATP luminescence, 24 h; 0 = TNF only, 100 = no-TNF cells; activation (protection from cell death), % at 10 µM; 0.068% of 220,000 active;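 active = activation, meaning protection from cell death, of at least 50% relative to plate controls; inactive = activation below 50%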;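 also: necroptosis triggered by 40 ng/mL TNF-alpha added together with compound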
PPC-1+TRAIL kill = kills PPC-1 cancer cells in the presence of TRAIL; cell killing (% activity), % at 4 µM; 0.41% of 220,000 active; PPC-1 cells + TRAIL, ATPLite viability luminescence;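 active = cell killing above 50% in the first pass at 4 µM, then a duplicate retest at 5 µM averaging 50% or more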;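 also: plate controls were cells with TRAIL plus DMSO for no effect and medium-only wells lacking cells for full effect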
The depositor's hits bear a star; & = joins results of further samples. An excerpt; rates above refer to the full screens.

For Cc1cc(C)c(C#N)c(SCC(=O)NC(C)(C)C)n1 the results were CHOP inh -3, L929 necroptosis 0.9, Tb hexokinase -6, Wee1 stabilizer 0, FXIIa inh 1536 11, FXIa inh 1536 2, EP2 antag 8, TNF death inh 0.5 and PPC-1+TRAIL kill 5.
For O=C(CSc1ccccn1)N1CCN(c2ccccc2)CC1 the results were CHOP inh 7, L929 necroptosis 0.5, Tb hexokinase 9, Wee1 stabilizer 5, FXIIa inh 1536 5, FXIa inh 1536 8, EP2 antag 6, TNF death inh -0.9 and PPC-1+TRAIL kill 7.
CC(=O)Nc1ccc(O)c(-c2nc3ccccc3s2)c1 was read as CHOP inh -71, L929 necroptosis 2.9, Tb hexokinase -4, Wee1 stabilizer 3, FXIIa inh 1536 7, FXIa inh 1536 -2, EP2 antag 11, TNF death inh -1.1 and PPC-1+TRAIL kill -1.
`O=C(COC(=O)CCCN=C1NS(=O)(=O)c2ccccc21)NC(=O)NC1CCCC1` gave CHOP inh -14, L929 necroptosis 0.0, Tb hexokinase -4, Wee1 stabilizer 4, FXIIa inh 1536 6, FXIa inh 1536 -5, EP2 antag 3 and TNF death inh 0.1.
C=CC(=O)NC(NC(=O)C=C)c1ccc(Br)cc1 was read as CHOP inh 22, L929 necroptosis -0.2, Tb hexokinase 0, Wee1 stabilizer 0, FXIIa inh 1536 7, FXIa inh 1536 -6, EP2 antag 17, TNF death inh -7.7 and PPC-1+TRAIL kill 22.
O=C(O)c1ccc(N/N=C/c2cn(Cc3ccc(F)cc3)c3ccccc23)cc1 was read as CHOP inh 4, L929 necroptosis 2.6, Tb hexokinase -17, Wee1 stabilizer 6, FXIIa inh 1536 8, FXIa inh 1536 4, EP2 antag 13, TNF death inh 21 and PPC-1+TRAIL kill 4.
CCOc1ccc(/C=C/C(=O)c2c(O)c3ccccc3oc2=O)cc1 was read as CHOP inh 41, L929 necroptosis 0.3, Tb hexokinase -19, Wee1 stabilizer -1, FXIIa inh 1536 3, FXIa inh 1536 -1, TNF death inh -1.6 and PPC-1+TRAIL kill 16.
Screening CC(C)CCNC(=O)C1CCN(S(=O)(=O)c2ccc3c(c2)CCC(=O)N3)CC1 returned CHOP inh 26, L929 necroptosis 2.1, Tb hexokinase -10, Wee1 stabilizer -2, FXIIa inh 1536 5, FXIa inh 1536 -5, EP2 antag 20, TNF death inh 0.4 and PPC-1+TRAIL kill -15.
`COc1ccccc1NS(=O)(=O)c1cccc(C(=O)N/N=C(\C)c2ccc3c(c2)OCCO3)c1` gave CHOP inh 20, L929 necroptosis 2.2, Tb hexokinase 30, Wee1 stabilizer 6, FXIIa inh 1536 -1, FXIa inh 1536 -5, EP2 antag 12, TNF death inh 1.7 and PPC-1+TRAIL kill 18.
Screening O=C(Nc1ccc2c(c1)OCCO2)c1cccnc1 returned CHOP inh 14, L929 necroptosis -0.2, Tb hexokinase -2, Wee1 stabilizer 4, FXIIa inh 1536 10, FXIa inh 1536 5, EP2 antag 8, TNF death inh 0.7 and PPC-1+TRAIL kill 13.
Screening Cc1ccc(C(=O)NCC(=O)NCC(=O)OCC(=O)c2ccc([N+](=O)[O-])cc2)cc1 returned CHOP inh -5, L929 necroptosis -0.2, Tb hexokinase 32, Wee1 stabilizer 0, FXIIa inh 1536 7, FXIa inh 1536 -3, EP2 antag 14, TNF death inh -7.9 and PPC-1+TRAIL kill 25.
O=C(CSc1nc(-c2ccccc2)cs1)N1CCc2ccccc21 was read as CHOP inh 3, L929 necroptosis -0.2, Tb hexokinase 2, Wee1 stabilizer -1, FXIIa inh 1536 15, FXIa inh 1536 6, EP2 antag 6, TNF death inh -0.2 and PPC-1+TRAIL kill 6.
Screening Cc1ccc2cc([N+](=O)[O-])ccc2n1 returned CHOP inh -14, L929 necroptosis 0.4, Tb hexokinase -15, Wee1 stabilizer 5, FXIIa inh 1536 3, FXIa inh 1536 1, EP2 antag 9, TNF death inh 4.4 and PPC-1+TRAIL kill -4.
COc1ccc(C)cc1S(=O)(=O)NCCC1=CCCCC1 was read as CHOP inh 55, L929 necroptosis -0.4, Tb hexokinase 0, Wee1 stabilizer -1, FXIIa inh 1536 -3, FXIa inh 1536 -35, EP2 antag 6, TNF death inh 0.2 and PPC-1+TRAIL kill 9.
Cc1cc(-n2cccn2)ccc1CN1CCN(CC(C)C)C(CCO)C1 (stereo not given) was read as CHOP inh 15, L929 necroptosis 0.5, Tb hexokinase -2, Wee1 stabilizer 2, FXIIa inh 1536 5, FXIa inh 1536 -2, EP2 antag 5, TNF death inh 1.7 and PPC-1+TRAIL kill 4.
`Cc1cc(NS(=O)(=O)c2ccc(NC(=S)NC(=O)c3ccc(C(C)(C)C)cc3)cc2)no1` gave CHOP inh -3, L929 necroptosis 0.1, Tb hexokinase -1, Wee1 stabilizer 0, FXIIa inh 1536 24, FXIa inh 1536 18, EP2 antag 13, TNF death inh 0.7 and PPC-1+TRAIL kill 5.
Screening CC1(C)SC2c3ccccc3C(=O)N2[C@@H]1C(=O)NCc1ccco1 (stereo not given in full) returned CHOP inh 34, L929 necroptosis 0.9, Tb hexokinase -5, Wee1 stabilizer -1, FXIIa inh 1536 18, FXIa inh 1536 -7, EP2 antag 10, TNF death inh 0.6 and PPC-1+TRAIL kill -3.
CCN(c1ccccc1)c1nc2nonc2nc1NCCO was read as CHOP inh -3, L929 necroptosis 0.2, Tb hexokinase -51, Wee1 stabilizer 2, FXIIa inh 1536 6, FXIa inh 1536 2, EP2 antag 9, TNF death inh -0.2 and PPC-1+TRAIL kill -2.
COc1ccccc1CNC(=O)CCN1C(=O)COc2ccc(C)cc21 was read as CHOP inh -3, L929 necroptosis 0.0, Tb hexokinase -5, Wee1 stabilizer 2, FXIIa inh 1536 18, FXIa inh 1536 2, EP2 antag 6, TNF death inh -3.1 and PPC-1+TRAIL kill -5.
Screening COc1cccc(-c2c(C#N)c(N)nc3c2c(=O)nc2sccn23)c1 returned CHOP inh -4, L929 necroptosis -0.8, Tb hexokinase -14, Wee1 stabilizer -3, FXIIa inh 1536 10, FXIa inh 1536 0, EP2 antag 2, TNF death inh 0.6 and PPC-1+TRAIL kill 6.
For CCOC(=O)c1sc(NC(=O)C2CCC2)cc1C the results were CHOP inh -23, L929 necroptosis 5.1, Tb hexokinase -2, Wee1 stabilizer -3, FXIIa inh 1536 8, FXIa inh 1536 -5, EP2 antag 9, TNF death inh -12 and PPC-1+TRAIL kill 33.
For CCN1CC=C2C(C#N)=C(N)C(C#N)(C#N)[C@H](c3cccc(OC)c3OC)[C@H]2C1 the results were L929 necroptosis -0.4, Tb hexokinase -6, Wee1 stabilizer 1, FXIIa inh 1536 -11, FXIa inh 1536 -10, EP2 antag 0, TNF death inh -8.6 and PPC-1+TRAIL kill 14.
For Cc1ccc(CN(C(=O)c2cc(=O)c3cc(Cl)c(C)cc3o2)C2CCS(=O)(=O)C2)cc1 (stereo not given) the results were CHOP inh 17, L929 necroptosis -0.4, Tb hexokinase -8, Wee1 stabilizer -4, FXIIa inh 1536 3, FXIa inh 1536 0, EP2 antag 7, TNF death inh -1.8 and PPC-1+TRAIL kill 16.
For O=C(NNC(=S)Nc1ccc(Cl)cc1)c1ccccc1OC(F)F the results were CHOP inh 38, L929 necroptosis 0.0, Tb hexokinase 7, Wee1 stabilizer 1, FXIIa inh 1536 13, FXIa inh 1536 7, EP2 antag 17, TNF death inh -2.2 and PPC-1+TRAIL kill 8.
`O=C(Nc1cccc(Br)c1)/C(=C\c1cccnc1)NC(=O)c1ccco1` gave CHOP inh 4, L929 necroptosis -0.1, Tb hexokinase 1, Wee1 stabilizer 0, FXIIa inh 1536 8, FXIa inh 1536 10, EP2 antag 4, TNF death inh -4.2 and PPC-1+TRAIL kill -2.
`C=CCn1c(Cc2ccc(OC)cc2)nnc1SCc1nc2ccccc2c(=O)[nH]1` gave CHOP inh 20, L929 necroptosis 2.6, Tb hexokinase -5, Wee1 stabilizer -3, FXIIa inh 1536 9, FXIa inh 1536 -1, EP2 antag 8, TNF death inh 0.8 and PPC-1+TRAIL kill 13.
`Cc1ccccc1C(=O)Nc1ccc(N2CCOCC2)nc1` gave CHOP inh -30, L929 necroptosis 0.4, Tb hexokinase -12, Wee1 stabilizer 0, FXIIa inh 1536 11, FXIa inh 1536 -2, EP2 antag 2, TNF death inh -2.2 and PPC-1+TRAIL kill 6.
`O=C(CN(c1ccc(Cl)cc1)S(=O)(=O)c1ccccc1)N/N=C/c1ccco1` gave CHOP inh 27, L929 necroptosis 0.6, Tb hexokinase 4, Wee1 stabilizer 5, FXIIa inh 1536 13, FXIa inh 1536 5, EP2 antag 20, TNF death inh 0.0 and PPC-1+TRAIL kill 3.
`COc1ccc(N(CC(=O)Nc2ccc3c(c2)OCCO3)S(C)(=O)=O)c(OC)c1` gave CHOP inh 34, L929 necroptosis 2.3, Tb hexokinase 11, Wee1 stabilizer -2, FXIIa inh 1536 5, FXIa inh 1536 7, EP2 antag 10&2, TNF death inh 1.4 and PPC-1+TRAIL kill 30.
`CN1c2ccccc2C(=O)NC1c1ccc(Cl)cc1` (stereo not given) gave CHOP inh 14, L929 necroptosis 1.3, Tb hexokinase 4, Wee1 stabilizer 5, FXIIa inh 1536 6, FXIa inh 1536 -2, EP2 antag 11, TNF death inh 3.6 and PPC-1+TRAIL kill 8.

Reprinted from the part before: 2 entries, followed by the next part.
`COc1ccc(N(CC(=O)Nc2ccc3c(c2)OCCO3)S(C)(=O)=O)c(OC)c1` gave CHOP inh 34, L929 necroptosis 2.3, Tb hexokinase 11, Wee1 stabilizer -2, FXIIa inh 1536 5, FXIa inh 1536 7, EP2 antag 10&2, TNF death inh 1.4 and PPC-1+TRAIL kill 30.
`CN1c2ccccc2C(=O)NC1c1ccc(Cl)cc1` (stereo not given) gave CHOP inh 14, L929 necroptosis 1.3, Tb hexokinase 4, Wee1 stabilizer 5, FXIIa inh 1536 6, FXIa inh 1536 -2, EP2 antag 11, TNF death inh 3.6 and PPC-1+TRAIL kill 8.
`Cc1ccc(S(=O)(=O)N2CCN(C3CC(=O)N(Cc4ccccc4)C3=O)CC2)cc1C` (stereo not given) gave CHOP inh 43, L929 necroptosis 0.1, Tb hexokinase 1, Wee1 stabilizer 0, FXIIa inh 1536 12, FXIa inh 1536 -3, EP2 antag 4, TNF death inh -5.8 and PPC-1+TRAIL kill 10.
Screening O=c1oc2ccccc2c(Cl)c1CN1CCCCC1 returned CHOP inh 107*, L929 necroptosis 7.8, Tb hexokinase 0, Wee1 stabilizer 1, FXIIa inh 1536 7, FXIa inh 1536 -3, EP2 antag 7, TNF death inh -13 and PPC-1+TRAIL kill -11.
For O=S(=O)(c1ccc(Br)cc1)N1CCN(c2cc(-c3ccccc3)nc3ncnn23)CC1 the results were CHOP inh 44, L929 necroptosis -0.6, Tb hexokinase 0, Wee1 stabilizer 1, FXIIa inh 1536 12, FXIa inh 1536 8, EP2 antag 6, TNF death inh -14 and PPC-1+TRAIL kill 25.
`Cc1ccc(Cn2cccc2/C=C2/C(=N)N3C=CSC3=NC2=O)cc1` gave CHOP inh 94*, Tb hexokinase 1, Wee1 stabilizer 3, FXIIa inh 1536 7, FXIa inh 1536 5, EP2 antag 7, TNF death inh -1.0 and PPC-1+TRAIL kill 21.
`CCOC(=O)C1CCN(S(=O)(=O)c2ccc(OCC(=O)OC)cc2)CC1` gave CHOP inh 4, Tb hexokinase 6, Wee1 stabilizer -1, FXIIa inh 1536 3, FXIa inh 1536 -26, EP2 antag 2, TNF death inh 0.8 and PPC-1+TRAIL kill -4.
For COc1ccc(Br)cc1CN(C)CC(=O)Nc1cc(Cl)ccc1Cl the results were CHOP inh 39, L929 necroptosis 1.1, Tb hexokinase -2, Wee1 stabilizer -2, FXIIa inh 1536 3, FXIa inh 1536 -1, EP2 antag 10, TNF death inh -2.5 and PPC-1+TRAIL kill -4.
